Bioassay records deposited in PubChem by National Center for Advancing Translational Sciences (NCATS).
Lipid storage S3 = qHTS Assay for Lipid Storage Modulators in Drosophila S3 Cells | hit rate 0.64% among 320,000 | Potency in µM for hits, for the others lipid storage change, negative = inhibition, % at the top dose, mostly 46.1 µM | Drosophila S3 cells, BODIPY lipid droplet fluorescence, 18-24 h; cells fed with added oleic acid; active = well fitted inhibition curve with a large enough effect in the signal ratio, with a control signal flat, not every such curve was filed as active; inconclusive = small, poorly fitted or top-dose-only effect, or effect the other way, or a change in a side signal; the % refers to the signal ratio
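Drosophila S3 cells got compounds at several concentrations plus oleic acid (400 uM solution). Laser-scanning cytometry with 488 nm excitation read lipid droplets at 500-530 nm and cells at 575-640 nm. Percent activity was relative to 20 uM Triacsin C.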
Lipid storage S3 cell count max = further read-out of Lipid storage S3, marked with its call; cell number change, %; measured here: cell count max response;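 cells counted by Cell Tracker Red CMTPX staining in the red channel; peak over a dose series mostly up to 46.1 µM; percent activity relative to internal control wells on each plate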
The depositor's hits bear a star; i = inactive; ? = inconclusive; . = not tested or not shown; [ ] = remark or other dose. % is scaled to controls: 0 for no effect and ±100 for the full control effect; potency is read from the fitted curve at half-maximal effect. These rows are one share of the data, so the mix of outcomes need not match the whole.

SMILES	Lipid storage S3	Lipid storage S3 cell count max
NC(=O)CCN1CCN(CCOC2Cc3cc(Cl)ccc3Sc3ccccc32)CC1 (centres undefined)	0%	0
CCc1cc(-c2[nH]ncc2-c2ccc([N+](=O)[O-])cc2)c(O)cc1OC	?	.
CCOC(=O)C1(C)C=C(Nc2ccc(NC(C)=O)cc2)C(=O)N1c1ccc(NC(C)=O)cc1 (centres undefined)	1%	5
CC(C)(C)OC(=O)N1CCC(C(=O)N[C@H](Cc2ccccc2)C(=O)O)CC1	?	.
CC1CCC(C(=O)NC(C(=O)N2CCC(N3CCCCC3)CC2)C(C)C)CC1 (centres undefined)	13%	2
CCOc1ccc2nc(SCC(=O)N3CCCc4ccccc43)sc2c1	?	.
COc1ccccc1/C=N/NC(=O)c1[nH]c(C)c(C(=O)N/N=C/c2ccccc2OC)c1C	?	.
COc1ccccc1CNS(=O)(=O)c1ccc2[nH]cc(C(=O)O)c(=O)c2c1	-4%	-8
Oc1c(C=Nc2cccnc2)sc2ccccc12	i	1
CC12CCC(C(=O)NCCc3ccccc3)(OC1=O)C2(C)C (centres undefined)	?	.
CNC(=O)c1cccnc1Nc1cccc(C(F)(F)F)c1	?	.
O=C(Cc1cccs1)Nc1nc2c(s1)CCCC2	i	.
CCCC1/C(=N/O)CC(c2ccccc2)NC1c1ccccc1 (centres undefined)	-18%	.
COc1ccccc1CN1CCCC(CNC(=O)c2cccc3ccccc23)C1 (centres undefined)	?	.
COc1cccc(C(=O)NCc2ccco2)c1OC	?	.
CCN(CC)c1nc(Nc2ccccc2)nc(Oc2ccc(=O)[nH]n2)n1	?	.
O=C(Nc1ccc(NC(=O)c2ccc3c(c2)OCO3)cc1)c1cccc(Cl)c1	11%	9
CCn1c(SCC(=O)Nc2ccc(N3CCOCC3)cc2)nnc1C1CC1	18%	16
COc1ccc(N2CCN(S(=O)(=O)c3ccc(OC)c(C(=O)N4CCCCC4)c3)CC2)cc1	?	.
CCOc1ccc(C(=O)N2CCN=C2SC)cc1OCC	3%	-19
O=C(c1cc(-c2ccco2)on1)N1CCN(C(c2ccccc2)c2ccccc2)CC1	?	.
COC(=O)c1ccc(NC(=S)NC(=O)c2cccnc2)cc1	27%	-24
O=C(Oc1ccc(/C=N/NC(=O)c2ccccc2F)cc1)c1ccccc1	-3%	-21
COc1ccc(OCC(=O)N/N=C/c2ccsc2)cc1	7%	18
ClC(=C\c1ccccc1)/C=N/N1CCN(c2ccccn2)CC1	i	.
C=C(C)C(=O)Nc1cccc(C2=NOC3(C2)C[C@@H](C(N)=O)N(C(=O)/C=C/C=C/C)C3)c1 (some centres undefined)	-15%	-9
O=C(NCCCn1ccnc1)c1ccc(OCC(F)(F)F)cc1	?	.
CN(C)/C=C/c1[nH]c(=O)[nH]c(=O)c1[N+](=O)[O-]	?	.
COc1ccc(N2CCC(CNC(=O)Nc3ccc(Cl)cc3)C2)cc1 (centres undefined)	?	.
COc1cc(/C=N/NC(=O)c2ccc(O)cc2)ccc1OCC(=O)Nc1cccc([N+](=O)[O-])c1	-10%	8
CCC1(C(=O)OC)CCc2c(cc(OC)c3ccccc23)C1=O (centres undefined)	13%	6
CN(C)c1ncc(S(=O)(=O)c2ccccc2)c(=O)[nH]1	-3%	19
CN1CCN(C(=O)/C(=C\c2ccc3c(c2)OCO3)NC(=O)c2cccs2)CC1	?	.
Oc1c(CN2CCc3ccccc3C2)cc(Cl)c2cccnc12	?	.
CCCNC(=O)c1ccc(CN2CCc3ccccc3C2)cc1	?	.
COCCNC(=S)Nc1ccc2nc(N3CCOCC3)cc(C)c2c1	5%	-4
COc1ccc(CC(=O)c2ccc(OC3OC(CO)C(O)C(O)C3O)cc2O)cc1 (centres undefined)	?	.
CN(Cc1nc(-c2ccccc2)no1)C(=O)c1ccc2c(c1)OCO2	17%	.
O=C(CCNS(=O)(=O)c1cccs1)N1CCN(c2cccc(Cl)c2)CC1	i	12
CC1(c2ccc(Cl)cc2Cl)OCC(Cn2ccnc2)O1 (centres undefined)	?	.
COc1ccc(N2CC(C(=O)OC(C)C(=O)c3ccccc3)CC2=O)cc1 (centres undefined)	13%	.
CCN(C(=O)COC(=O)c1oc2ccc(OC)cc2c1C)C1CCCCC1	?	.
CCOc1ccc(-n2c(Cc3cc(=O)[nH]c(=O)[nH]3)nnc2SCC(=O)NC2CCCC2)cc1	?	.
CCOC(=O)C(=CNCC(=O)OC)C(=O)OCC	-17%	-26
Cc1ccc(S(=O)(=O)NCCC(=O)N2CCN(c3cccc(Cl)c3)CC2)cc1C	i	-7
O=C(NCc1ccccc1)C(=O)NCC1OCCN1S(=O)(=O)c1ccc([N+](=O)[O-])cc1 (centres undefined)	15%	.
Cc1ccc(NC(=S)N(Cc2cccs2)Cc2cc3cc(C)ccc3[nH]c2=O)cc1	?	.
CCc1ccc(OCC(=O)Nc2ccc3[nH]ncc3c2)cc1	i	-21
NC1=NC[C@H](Cc2ccc(O)cc2)N1CCc1cccc(F)c1	-7%	-11
O=C(Cc1ccccc1)n1nc(-c2ccccc2)nc1NCc1ccco1	11%[9.22 µM]	22
Cc1ccc(C(C[N+](=O)[O-])n2nc(C)cc2C)cc1 (centres undefined)	i	29
CC(C)(C)NC(=O)COc1coc(CN2CCN(C(=O)c3ccco3)CC2)cc1=O	?	.
Cc1ccc(S(=O)(=O)N2CCOC2CNC(=O)C(=O)NCCc2ccc(S(N)(=O)=O)cc2)cc1 (centres undefined)	-27%	-15
CC(C)c1ccc(N(C(=O)c2ccco2)C(C(=O)NC2CCCC2)c2cccnc2)cc1 (centres undefined)	?	.
CCOc1ccc(NC(=O)CC(Cc2ccc(Cl)cc2)C(=O)O)cc1 (centres undefined)	?	.
Cc1cccc(C(=O)N2CCCC(N3CCN(c4ccccc4)CC3)C2)n1 (centres undefined)	i	16
Cc1nn(-c2cccc(Cl)c2)c2nc(-c3ccco3)cc(C(=O)O)c12	i	.
COc1cccc(NC(=O)C2C3C=CC4(O3)C2C(=O)N(CCCN2CCCCC2)C4C(=O)NC2CCCCC2)c1 (centres undefined)	i	2
COC(=O)c1ccccc1NC(=O)CN1CCc2ccccc2C1	4%	-7
COc1ccc(C(=O)NN2CCCCC2)cc1OC	5%	10

Exported with two lines to a compound: 14 of the compounds above
Fields – Lipid storage S3	Lipid storage S3 cell count max
CCOC(=O)C(=CNCC(=O)OC)C(=O)OCC
 : -17%	-26
Cc1ccc(S(=O)(=O)NCCC(=O)N2CCN(c3cccc(Cl)c3)CC2)cc1C
 : i	-7
O=C(NCc1ccccc1)C(=O)NCC1OCCN1S(=O)(=O)c1ccc([N+](=O)[O-])cc1 (centres undefined)
 : 15%	.
Cc1ccc(NC(=S)N(Cc2cccs2)Cc2cc3cc(C)ccc3[nH]c2=O)cc1
 : ?	.
CCc1ccc(OCC(=O)Nc2ccc3[nH]ncc3c2)cc1
 : i	-21
NC1=NC[C@H](Cc2ccc(O)cc2)N1CCc1cccc(F)c1
 : -7%	-11
O=C(Cc1ccccc1)n1nc(-c2ccccc2)nc1NCc1ccco1
 : 11%[9.22 µM]	22
Cc1ccc(C(C[N+](=O)[O-])n2nc(C)cc2C)cc1 (centres undefined)
 : i	29
CC(C)(C)NC(=O)COc1coc(CN2CCN(C(=O)c3ccco3)CC2)cc1=O
 : ?	.
Cc1ccc(S(=O)(=O)N2CCOC2CNC(=O)C(=O)NCCc2ccc(S(N)(=O)=O)cc2)cc1 (centres undefined)
 : -27%	-15
CC(C)c1ccc(N(C(=O)c2ccco2)C(C(=O)NC2CCCC2)c2cccnc2)cc1 (centres undefined)
 : ?	.
CCOc1ccc(NC(=O)CC(Cc2ccc(Cl)cc2)C(=O)O)cc1 (centres undefined)
 : ?	.
Cc1cccc(C(=O)N2CCCC(N3CCN(c4ccccc4)CC3)C2)n1 (centres undefined)
 : i	16
Cc1nn(-c2cccc(Cl)c2)c2nc(-c3ccco3)cc(C(=O)O)c12
 : i	.

Remaining list, next part:
SMILES	Lipid storage S3	Lipid storage S3 cell count max
COc1ccc(N2CCN(C(=O)CCCn3c(=S)[nH]c4cc5c(cc4c3=O)OCO5)CC2)cc1	?	.
CC(C)[C@H](NC(=O)Nc1cccc(Br)c1)C(=O)O	?	.
CC(C)(C)c1ccc(C(=O)NC(=S)N2CCOCC2)cc1	i[0.369 µM]	8
CS(=O)(=O)N(CC(=O)N1CCN(Cc2ccc3c(c2)OCO3)CC1)C1CCCCC1	0%	12
O=C(Nc1ccccc1N1CCOCC1)c1cccc(S(=O)(=O)Nc2ccccc2F)c1	?	.
COc1ccc([N+](=O)[O-])cc1/C=N/NC(=O)c1nonc1N	?	.
CC(C)C[C@H](NC(=O)c1nc[nH]c1C(=O)NC(c1ccccc1)c1ccccc1)C(=O)OC(C)(C)C	3%	4
O=C(CSc1nc2ccc(Cl)cc2[nH]1)Nc1ccc2[nH]c(=O)[nH]c2c1	15%	3
O=C(NCCCC(NC(=O)OCc1ccccc1)C(=O)O)OCc1ccccc1 (centres undefined)	i	10
COc1ccc(CCN2C(=O)CC(C(N)=O)SC2=Nc2ccccc2)cc1OC (centres undefined)	3%	6
Cc1ccc2c(c1)N(CC(=O)N1CCOCC1)C(=O)CO2	?	.
CC(Oc1cccc(Cl)c1)C(=O)Nc1ccncc1 (centres undefined)	?	.
O=C(CSc1nnnn1-c1ccccc1)N1CCNC1=O	6%	-20
O=c1c2sccc2nc(SCc2cc(=O)n3ccccc3n2)n1-c1ccc(Br)cc1	28%	-2
COc1ccccc1OCc1ccc(C(=O)N2CCCCC2)o1	i	-21
CCOc1ccc(NC(=O)C2CC(=O)NC(N3CCc4ccccc43)=N2)cc1 (centres undefined)	?	.
CN(C)c1ccc(C(=O)N2CCN(c3cc(C(F)(F)F)nc4ccccc34)CC2)cc1	0%	27
O=C(Nc1ccccc1C(=O)Nc1nncs1)c1ccccc1	-4%	8
O=C(NCc1cccnc1)C1CC(c2ccc(Cl)c(Cl)c2)=NO1 (centres undefined)	?	.
O=C(NCc1n[nH]c(=S)n1Cc1ccccc1)c1ccc(Cl)cc1Cl	?	.
CN(C(=O)c1ccncc1)C1CCCN(Cc2ccccc2F)C1 (centres undefined)	i	.
COc1ccc(S(=O)(=O)N(C)C)cc1NC(=O)CSC(C)C(=O)Nc1cc(C)on1 (centres undefined)	?	.
CCN1C(=O)CC(N2CCN(CC(=O)NC(C)C)CC2)C1=O (centres undefined)	14%	6
Cc1cccn2c(=O)c3cc(C(=O)NCC4CCCO4)c(=N)n(Cc4cccnc4)c3nc12 (centres undefined)	i	8
CC1CC(C)(C)NC(=S)N1CCC(=O)NCc1ccc(Cl)cc1 (centres undefined)	?	.
COc1cc(Nc2ncnc(N)n2)cc(OC)c1	?	.
CCOc1ccc(C(O)(c2ccccc2OC)C(CN2CCCC2)c2ccccc2)cc1 (centres undefined)	?	.
CN(CCCC1CCCC1)C(=O)CC1C(=O)NCCN1Cc1ccc(F)cc1 (centres undefined)	?	.
Cc1nnc(SCC2=C(C(=O)O)N3C(=O)C(NC(=O)COc4ccccc4)C3SC2)s1 (centres undefined)	?	.
O=[N+]([O-])C(=C1SCCS1)C(=C(Cl)Cl)N1CCCCC1	3%	9
O=C(CN1CCN(S(=O)(=O)c2ccc3ccccc3c2)CC1)N1CCc2ccccc2C1	?	.
O=C(Nc1ccc(-c2nc3cccnc3s2)cc1)c1ccc(Br)o1	?	.
Cc1noc(C)c1COC(=O)CCCOc1ccc(Cl)cc1Cl	23%	10
O=C(NC(=S)Nc1ncccn1)c1ccc(F)cc1	?	.
O=C(NCCN1CCOCC1)/C(=C/c1ccc(F)cc1)NC(=O)c1ccccc1	i	-1
O=C(Nc1cccc(C(F)(F)F)c1)c1ccc(Cn2cc(Br)cn2)o1	?	.
COc1cccc(-n2ccnc2SCC(=O)Nc2cc(OC)ccc2OC)c1	-20%	-19
Cc1ccc2cc(CCNC(=O)c3ccc(Br)o3)c(=O)[nH]c2c1	-10%	-10
COc1ccc(-c2csc(N3C(=O)C4C5c6ccccc6C(c6ccccc65)[C@@H]4C3=O)n2)cc1 (some centres undefined)	?	.
c1ccc(-c2nc(-c3nccc4ccccc34)oc2-c2ccccc2)cc1	4%	-5
COC(=O)c1c(N2C(=O)Nc3ccccc3N2O)sc2c1CCCC2	-2%	5
C/C(=N\NC(=O)CNC(=O)c1cccs1)c1ccc(Cl)c(Cl)c1	i	-19
COc1ccc(-n2c(C)csc2=S)cc1	9%	9
Cc1ccc2nc(NC(=O)CSc3nc(=O)n(CCCN(C)C)c4c3CCC4)sc2c1	15%[0.0737 µM]	29
COC(=O)c1ccccc1S(=O)(=O)N1CCC(C(=O)NCc2ccco2)CC1	?	.
CN1CCN(CC(=O)Nc2cc(N(C)C)nc3ccccc23)CC1	?	.
CNc1ccc(Cl)nn1	13%	11
O=C(O)c1cccnc1SCc1cccc(Br)c1	0%	22

Single records, from the list above:
Cc1cccc(C(=O)N2CCCC(N3CCN(c4ccccc4)CC3)C2)n1 (centres undefined) across the screens: Lipid storage S3: i; Lipid storage S3 cell count max: 16
O=C(O)c1cccnc1SCc1cccc(Br)c1 across the screens: Lipid storage S3: 0%; Lipid storage S3 cell count max: 22

(next part)
SMILES	Lipid storage S3	Lipid storage S3 cell count max
O=C(Nc1ccc(CSc2ccccc2)cc1)c1ccco1	-1%	13
Cc1ccc(-n2nnnc2SCn2nnc3ccccc3c2=O)cc1	i	-8
Cc1cc2cc(CNC(=O)c3cccc([N+](=O)[O-])c3)ccc2[nH]1	?	.
COc1ccc(C2C(=O)N(C3CCCCC3)CC(=O)N2CCc2ccccc2)cc1OC (centres undefined)	-5%	-16
COCCn1nnnc1C(c1cccs1)N1CCN(c2ccccc2)CC1 (centres undefined)	-1%	.
Cc1ccc(OCCn2ccnc2)c(C)c1	i	.
CCCc1nc2oc3c(OC)ncnc3c2c2c1COC(C)(C)C2	?	.
